ASAP1 GAP inh: ASAP1 ArfGAP inhibition; Q9ULH1; ASAP1-stimulated ARF1 GTP hydrolysis, GDP FP detection; inhibition, % at 16.5 µM; actives 0.19% (n = 360,000); AID 624377; in the data active means inhibition above about 25%;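 further: 0% = vehicle with enzyme and substrate and 100% = no enzyme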
SMARCA2 activ: increases SMARCA2 function in MMTV reporter cells | MG213 cells, MMTV-luciferase reporter, dexamethasone, overnight | activation, % at 9.1 µM | actives 1% (n = 370,000) | AID 652017; in the data active means activation above about 7.8%;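 further: 0% = vehicle wells and 100% = reference activator wells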
ARFGAP1 inh: inhibitors of rat ARFGAP1. Q62848. Arfgap1-stimulated ARF1 GTP hydrolysis, GDP FP detection. inhibition, % at 16.5 µM. actives 0.26% (n = 360,000). AID 651572;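 active means inhibition above a per-plate limit, mean inhibition of low control wells plus 3 SD, cut at about 25% in these data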;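 further: 0% = DMSO wells with enzyme and 100% = wells lacking Arfgap1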
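Material: rat Arfgap1 catalytic domain, aa 1-136; also added: human ARF1(Δ1-17)-GTP substrate; compound dosing: one concentration, 16.5 µM, DMSO 1.26%; incubation: GTP hydrolysis reaction 2 h at 25 °C; measured by: Tracer-displacement fluorescence polarization with EDTA stop, 620/688 nm; evaluation: % inhibition from polarization; repeats: one replicate per compound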
PG9 Ab binder: binds the HIV-1 gp120 antibody PG9. inhibition, % at 6.7 µM. TR-FRET gp120-PG9 antibody binding. actives 0.43% (n = 360,000); in the data active means inhibition above about 8.5%
GC-A act: GC-A (human) enzyme activation | P16066 | HEK293 GC-A cells, cGMP TR-FRET, EC30 ANP; 0% at EC30 ANP, 100% saturating ANP | activation, % at 10 µM | actives 0.14% (n = 370,000) | AID 1671463; in the data active means activation above about 40%
NPR2 activator: GC-B (human) receptor activation; P20594; HEK293-GC-B cells, CNP EC30, cGMP TR-FRET; 0% at EC30 CNP, 100% saturating CNP; activation, % at 10 µM; actives 0.11% (n = 370,000); AID 1920062;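 active means activation at 10 µM reaching about 35% in either raw or pattern-adjusted values, limit read from the data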
HTRA1 inh: HTRA1 (human) protease inhibition | recombinant HTRA1, FP-rhodamine activity-based probe, fluorescence polarization | inhibition, % at 5.96 µM | actives 0.5% (n = 340,000); in the data active means inhibition above about 36%;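 further: 0% = enzyme with DMSO and 100% = wells lacking enzyme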
mABHD4 FP: ABHD4 (mouse) inhibition, primary FP screen. purified mABHD4, FP-Rh probe fluorescence polarization. AID 720543. actives 0.54% (n = 370,000). Q8VD66. inhibition, % at 8.92 µM;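 active means inhibition exceeding the mean over every tested compound plus 3 SD, cut at about 30% in these data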;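 further: 0% = plate median of compound wells and 100% = S159A mutant with DMSO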
Target sequence (Q8VD66 whole entry, looked up): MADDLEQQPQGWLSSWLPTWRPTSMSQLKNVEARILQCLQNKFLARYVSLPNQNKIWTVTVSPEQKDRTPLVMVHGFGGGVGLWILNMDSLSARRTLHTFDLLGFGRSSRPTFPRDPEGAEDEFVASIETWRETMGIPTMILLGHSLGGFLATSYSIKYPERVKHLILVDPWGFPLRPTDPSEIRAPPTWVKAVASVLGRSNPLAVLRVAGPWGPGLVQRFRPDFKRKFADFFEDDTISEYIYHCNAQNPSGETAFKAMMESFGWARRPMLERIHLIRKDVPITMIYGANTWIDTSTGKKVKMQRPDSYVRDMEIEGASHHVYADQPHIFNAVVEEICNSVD
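Assay system: mABHD4 protein; medium: HEPES pH 7.0, NaCl, Pluronic buffer; dosing: 8.92 µM, single dose; schedule: 45 min + 60 min at 25 °C; signal: FP readout, ex 525 nm / em 598 nm; read-out: normalized percent inhibition of probe labeling; repeats: single replicate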
rCAG binder: binds r(CAG) RNA repeats | r(CAG) RNA repeat, TO-PRO-1 dye displacement fluorescence | inhibition, % at 3 µM | actives 1.3% (n = 370,000) | AID 651821;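 active means inhibition above the plate cutoff, the mean of all test compounds on that plate plus 3 SD, cut at about 35% in these data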;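 further: 0% = DMSO alone and 100% = 100 µM mitoxantrone as full dye displacement; higher means more dye released from RNA so lower well fluorescence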
Rev-erbA mod: modulates human Rev-erb alpha binding to DNA; P20393; Rev-erbα–FITC-DNA binding, fluorescence polarization, 90 min; AID 1259318; activity, % at 10 µM; actives 0.79% (n = 370,000);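 active means activity above about 14%, limit read from the data; passing the limit was not always enough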;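 further: 0% = DMSO wells with 35 nM protein and 100% = DMSO wells with 750 nM protein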
Target sequence (P20393 whole entry, looked up): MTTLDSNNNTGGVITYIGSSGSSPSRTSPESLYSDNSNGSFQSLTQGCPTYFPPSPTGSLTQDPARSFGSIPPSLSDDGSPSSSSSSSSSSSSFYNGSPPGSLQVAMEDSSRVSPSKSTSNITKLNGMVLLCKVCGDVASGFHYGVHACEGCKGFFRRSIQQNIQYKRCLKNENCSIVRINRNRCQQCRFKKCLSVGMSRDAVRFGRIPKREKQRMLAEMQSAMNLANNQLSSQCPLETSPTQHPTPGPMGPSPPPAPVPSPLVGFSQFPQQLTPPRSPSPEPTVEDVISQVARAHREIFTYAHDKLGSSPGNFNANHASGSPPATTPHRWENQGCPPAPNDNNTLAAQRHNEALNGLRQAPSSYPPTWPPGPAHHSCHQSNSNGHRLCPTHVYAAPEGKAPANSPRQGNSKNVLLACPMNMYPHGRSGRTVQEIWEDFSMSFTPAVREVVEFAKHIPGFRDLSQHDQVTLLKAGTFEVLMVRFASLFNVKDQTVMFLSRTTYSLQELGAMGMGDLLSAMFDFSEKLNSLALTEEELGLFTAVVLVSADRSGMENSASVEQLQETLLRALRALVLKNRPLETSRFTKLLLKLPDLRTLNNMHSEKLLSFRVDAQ
Active calls of the source: *; . = no result given; & = joins results of further samples.

SMILES	ASAP1 GAP inh	SMARCA2 activ	ARFGAP1 inh	PG9 Ab binder	GC-A act	NPR2 activator	HTRA1 inh	mABHD4 FP	rCAG binder	Rev-erbA mod
COc1ccc(N2CCN(C3CC(=O)N(Cc4ccccc4)C3=O)CC2)cc1 (configuration not stated)	-18	-1	3	-0.5	-1	4	0	3	5	-1
CCOC(=O)c1c(C)[nH]c(C(=O)OCC(=O)c2ccc(OC)cc2OC)c1C	0	1	9	9.2*	-2	-5	-13	3	-6	2
COc1ccc(NC(=O)CSc2ccc3nnc(-c4cccnc4)n3n2)cc1OC	5	-4	6	0.0	-2	8	-6	2	-2	2
C[C@@H]1N[C@H]2N(C1=O)c1ccccc1[C@@]21C[C@@H]2C(=O)N[C@](C)(O1)c1nc3ccccc3c(=O)n12	.	-1	.	.	-2	-3	.	-2	7	6
CC(=O)Nc1ccc(NC(=O)CSc2nnnn2-c2ccc(F)cc2)cc1	4	0	6	-1.4	0	6	1	2	-1	-8
O=C(Nc1ccc(Cl)cc1)OC1CCC12CCC(c1ccccc1)CC2 (configuration not stated)	.	-2	.	.	6	-3	.	-30	2	5
COc1ccc(/C(C)=N/N2C(=O)c3ccccc3NC2c2ccc(O)c(OC)c2)cc1 (configuration not stated)	13	2	-2	-1.9	-2	-1	6	1	4	5
Cc1ccc2c(c1)CO[C@@]21O[C@H](CCO)C[C@H](O)[C@H]1O	-9	-1	15	-1.7	2	-2	-2	2	3	1
Cc1cc(-c2nnc3sc(C4CCCCC4)nn23)n[nH]1	-11	-4	0	1.1	-1	1	7	-1	-2	-1
CCCCN(C)Cc1c(C)[nH]c2ccc(OCC)cc2c1=O	-1	-2	-8	-0.8	-2	3	1	0	5	-3
CC(C(=O)N1CCc2ccccc21)n1cccc1 (configuration not stated)	-4	0	9	-1.5	1	-5	3	3	6	1
C/C(=N\NC(=S)NC(C)C)c1cccc([N+](=O)[O-])c1	-5	0	-7	-0.9	-1	2	6	1	-5	2
CC(C)Cc1nnc(NC(=O)CCC(=O)N2CCN(c3ccccc3F)CC2)s1	-3	0	4	-0.2	0	0	-1	2	-10	0
CC(=O)c1cn(CCOc2cc(C)ccc2C)c2ccccc12	12	-4	-2	4.5	-2	3	-8	-9	-1	7
COc1cccc(-c2nc(CS(=O)(=O)CC(=O)NCC(C)c3ccccc3)c(C)o2)c1 (configuration not stated)	-25	-2	3	0.1	-9	-5	-10	-3	-6	-2
COCCC(=O)Nc1ccc2c(c1)CN(C(=O)CCOC)CC2	-8	-1	5	0.1	-1	2	8	4	0	-3
CCOC(=O)C1CCN(C(=O)Cc2c(F)cccc2Cl)CC1	4	-4	-7	-3.6	3	4	-1	-3	-2	0
Cc1cccc(SC2CCN(Cc3nc(CC4CC4)no3)CC2)c1	6	0	14	-0.7	7	-2	2	4	-9	3
Clc1ccc(CN2CCSCC2)cc1Cl	4	-3	8	-2.1	1	-2	4	14	-1	-5
COc1cccc(CN(C)CC(=O)Nc2cc3oc4ccccc4c3cc2OC)c1	11	-2	-3	-1.2	3	4	-64	-15	4	2
COc1ccccc1C(=O)NCCC(=O)OCC(=O)Nc1ccc(S(N)(=O)=O)cc1	9	-1	2	0.0	2	1	0	-3	4	-5
CC(NC(=O)COc1cccnc1[N+](=O)[O-])c1ccc(F)cc1 (configuration not stated)	-8	-4	5	0.5	-4	-2	-4	3	-4	5
C[C@@H]1CCC[C@H](C)N1Cc1nc(Cc2ccccc2Cl)no1	5	2	-13	0.4	-1	0	-2	4	-10	-1
Cc1nc(S/C(=C/c2ccc(OCc3ccc(C(=O)O)cc3)cc2)C(=O)O)n[nH]1	6	-1	3	-6.9	3	-2	-4	-21	19	2
COc1ccc2sc(N(CCCN(C)C)C(=O)c3ccc(S(=O)(=O)N4CCCc5ccccc54)cc3)nc2c1	-8	-1	0	1.1	-10	-6	-18	9	3	-6
COc1cc2nc(CN(CCC(C)C)Cc3nc4cc(OC)c(OC)cc4c(=O)[nH]3)[nH]c(=O)c2cc1OC	6	1	3	-0.7	14	9	4	5	2	5
CSc1nccc(NC(=O)c2cccc(Br)c2)n1	3	-1	3	0.0	-1	3	-18	-12	-3	0
O=C(CN(CC1CCCO1)C(=O)CCC(=O)Nc1ccccn1)NCc1ccccc1 (configuration not stated)	-3	-2	0	0.0	2	2	6	4	-8	0
CN(Cc1ccccc1)c1oc(COc2ccccc2F)nc1C#N	3	-1	6	-0.9	2	3	-22	-1	0	0
COc1ccc(S(=O)(=O)N(C)C)cc1NCC(=O)Nc1cccc2ccccc12	0	-2	7	0.8	-2	-4	-5	-3	4	0
Cc1ccc(C(=O)Nc2ccon2)cc1S(=O)(=O)N1CCOCC1	-9	-2	0	1.1	-1	1	11	1	0	3
CCCOc1ccc(C(=O)NNC(=O)c2cccc(S(=O)(=O)N3CCN(C(C)=O)CC3)c2)cc1OC	1	-1	6	-0.4	0	4	-4	5	2	-5
COc1ccc(N2CCN(C(c3cc4cc(C)ccc4[nH]c3=O)c3nnnn3Cc3ccccc3)CC2)cc1 (configuration not stated)	20	-6	-2	2.1	-1	8	5	-1	7	2
COc1ccc(S(=O)(=O)N2CCCCC2)cc1NC(=O)CCNC(=O)c1ccc(Cl)cc1	11	-2	18	-0.2	2	1	1	-6	7	3
Cc1nnc(NC(=O)C2CC(=O)N(Cc3ccccc3)C2)s1 (configuration not stated)	-10	2	5	-0.7	1	1	-1	-3	1	0
CCOC(=O)N1CCN(Cc2nc3cc(NC(=O)C(C)C)ccc3n2CC)CC1	-2	-1	-5	-0.9	-2	6	-5	-1	-6	-3
Nc1ccc(S(=O)(=O)c2ccc(N)cc2)cc1	8	-3	5	-0.8	0	3	1	-9	4	-2&4
CCn1cnc2c1c(=O)n(Cc1ccc(C(=O)OC)cc1)c(=O)n2Cc1ccccc1	8	0	4	-0.9	-13	35*	-8	0	-2	6
O=S1(=O)N=C(N2CCCc3ccccc32)c2ccccc21	11	0	4	1.8	-1	2	5	-1	1	3
O=C(COc1c(Cl)cc(Cl)cc1Cl)N/N=C/c1ccc[nH]1	.	.	.	.	2	-9	.	-2	.	-2
Cc1ccc(-n2c(SCC(=O)Nc3ncc(Cl)cc3Cl)nc3ccccc32)cc1	3	-5	3	-1.4	-1	1	-55	-6	1	5
Cc1noc(/C=C/c2nn(C)cc2Cl)c1[N+](=O)[O-]	2	-2	4	-2.1	9	3	-1	6	3	-5
CCC(CC)c1nnc(NC(=O)c2nc3nc(C)cc(C)n3n2)s1	-8	0	-2	-1.2	5	2	7	4	1	6
Cc1ccc(SCC(=O)Nc2cccc(C)c2)cc1	2	-3	7	-2.2	-2	2	-8	-10	-2	-1
O=C(CCn1c(=O)oc2ccccc21)Nc1ccccc1	10	9.0*	-1	-1.0	1	0	-10	-3	6	-1
CCOC(=O)N1CCC(NC(=O)CCc2c(C)nc3c(c(C)nn3C(C)(C)C)c2C)CC1	0	-3	8	1.1	-2	3	8	-1	-7	-2
CCOC(=O)c1sc(NC(=O)c2cc3ccccc3o2)nc1C	9	3	-3	2.9	0	0	1	2	1	30*
Cc1nnc(SCC(=O)O)s1	11	-2	-5	-1.7	2	2	2	-2	-4	-1

Some of these compounds in order of SMILES length, ascending.
SMILES	ASAP1 GAP inh	SMARCA2 activ	ARFGAP1 inh	PG9 Ab binder	GC-A act	NPR2 activator	HTRA1 inh	mABHD4 FP	rCAG binder	Rev-erbA mod
Cc1nnc(SCC(=O)O)s1	11	-2	-5	-1.7	2	2	2	-2	-4	-1
Cc1ccc(SCC(=O)Nc2cccc(C)c2)cc1	2	-3	7	-2.2	-2	2	-8	-10	-2	-1
Nc1ccc(S(=O)(=O)c2ccc(N)cc2)cc1	8	-3	5	-0.8	0	3	1	-9	4	-2&4
O=C(CCn1c(=O)oc2ccccc21)Nc1ccccc1	10	9.0*	-1	-1.0	1	0	-10	-3	6	-1
CCOC(=O)c1sc(NC(=O)c2cc3ccccc3o2)nc1C	9	3	-3	2.9	0	0	1	2	1	30*
Cc1nnc(NC(=O)C2CC(=O)N(Cc3ccccc3)C2)s1 (configuration not stated)	-10	2	5	-0.7	1	1	-1	-3	1	0
CCC(CC)c1nnc(NC(=O)c2nc3nc(C)cc(C)n3n2)s1	-8	0	-2	-1.2	5	2	7	4	1	6
CCOC(=O)N1CCN(Cc2nc3cc(NC(=O)C(C)C)ccc3n2CC)CC1	-2	-1	-5	-0.9	-2	6	-5	-1	-6	-3
Cc1ccc(-n2c(SCC(=O)Nc3ncc(Cl)cc3Cl)nc3ccccc32)cc1	3	-5	3	-1.4	-1	1	-55	-6	1	5
CCn1cnc2c1c(=O)n(Cc1ccc(C(=O)OC)cc1)c(=O)n2Cc1ccccc1	8	0	4	-0.9	-13	35*	-8	0	-2	6
COc1ccc(S(=O)(=O)N2CCCCC2)cc1NC(=O)CCNC(=O)c1ccc(Cl)cc1	11	-2	18	-0.2	2	1	1	-6	7	3
CCOC(=O)N1CCC(NC(=O)CCc2c(C)nc3c(c(C)nn3C(C)(C)C)c2C)CC1	0	-3	8	1.1	-2	3	8	-1	-7	-2

Returning to the listing with the 2 entries that preceded the break.
SMILES	ASAP1 GAP inh	SMARCA2 activ	ARFGAP1 inh	PG9 Ab binder	GC-A act	NPR2 activator	HTRA1 inh	mABHD4 FP	rCAG binder	Rev-erbA mod
CCOC(=O)c1sc(NC(=O)c2cc3ccccc3o2)nc1C	9	3	-3	2.9	0	0	1	2	1	30*
Cc1nnc(SCC(=O)O)s1	11	-2	-5	-1.7	2	2	2	-2	-4	-1
COc1ccc(CNC(=O)COc2cc3c(c4oc(=O)cc(C)c24)CCC(C)(C)O3)c(OC)c1	2	0	-3	1.1	-17	-26	.	13	-2	1
COC(=O)c1ccc(N2C(=O)CC(Sc3n[nH]c(C)n3)C2=O)cc1 (configuration not stated)	4	0	17	-0.2	-2	-1	-5	-3	11	4
CCCCOCCCNC(=O)C[C@H]1C[C@@]2(C(=O)OC)C(=C[C@H](C(C)C)O[C@@H]2C2CC2)N(Cc2ccc(Cl)cc2Cl)C1=O	.	-3	.	.	-14	-4	.	-3	7	-3
CCOc1ccc2c(c1)n(CO)c(=S)n2CO	3	-1	10	-1.6	-1	-2	3	-1	2	1
COc1ccc(/C=C(/NC(=O)c2ccccc2)C(=O)N/N=C/c2cccs2)cc1OC	6	-2	5	0.3	2	6	-1	0	7	-3
NC(=O)c1ccc(NC(=O)COC(=O)c2ccccc2SCC(=O)N2CCCC2)cc1	11	2	7	-1.6	-8	2	2	4	2	0
CCOc1ccc(NC(=O)CC2Nc3ccccc3NC2=O)cc1 (configuration not stated)	-10	1	9	-3.0	-1	-4	6	1	-3	-1

No enrichment for hits. About 4.4% of those tested had a hit in this group.
